Anthrax LF inh2 – Bacillus anthracis LF protease inhibitors, primary screen, biochemical, multiplex microsphere, MLPCN library; Lethal factor (Bacillus anthracis), P15917; multiplex microsphere protease cleavage assay; inhibition, % at 10 µM; 0.12% of 360,000 active; further: plate controls were buffer without enzyme for full effect and enzyme alone for no effect
Target sequence (P15917 whole entry, looked up): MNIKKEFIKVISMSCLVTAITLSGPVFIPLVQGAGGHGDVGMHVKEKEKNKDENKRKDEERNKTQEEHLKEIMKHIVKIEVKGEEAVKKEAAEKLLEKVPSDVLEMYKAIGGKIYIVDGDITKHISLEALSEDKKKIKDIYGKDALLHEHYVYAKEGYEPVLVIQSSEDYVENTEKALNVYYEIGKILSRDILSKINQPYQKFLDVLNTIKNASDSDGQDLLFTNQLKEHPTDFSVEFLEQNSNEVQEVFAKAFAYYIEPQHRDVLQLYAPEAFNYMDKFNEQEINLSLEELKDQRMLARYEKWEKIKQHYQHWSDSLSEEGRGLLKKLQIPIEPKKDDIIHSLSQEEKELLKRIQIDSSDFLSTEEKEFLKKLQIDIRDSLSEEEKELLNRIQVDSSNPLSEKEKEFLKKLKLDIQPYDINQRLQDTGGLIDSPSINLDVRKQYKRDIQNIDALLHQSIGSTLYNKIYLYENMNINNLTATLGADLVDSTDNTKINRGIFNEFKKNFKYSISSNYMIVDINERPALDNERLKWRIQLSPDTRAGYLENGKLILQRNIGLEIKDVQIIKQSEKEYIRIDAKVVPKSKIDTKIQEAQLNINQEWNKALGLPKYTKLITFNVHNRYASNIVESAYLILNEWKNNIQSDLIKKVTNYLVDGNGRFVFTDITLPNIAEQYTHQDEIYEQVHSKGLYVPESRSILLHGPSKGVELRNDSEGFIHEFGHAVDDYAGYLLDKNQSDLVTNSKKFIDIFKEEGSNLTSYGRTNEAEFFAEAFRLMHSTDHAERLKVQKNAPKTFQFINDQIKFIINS
TcdB inh – TcdB glycohydrolase inhibitors, primary screen, biochemical, single point, plate reader | Toxin B (Clostridioides difficile), P18177 | TcdB glycohydrolase enzymatic assay | inhibition, % at 9.99 µM | 0.24% of 350,000 active; in the data active means inhibition above about 10%
PrPC surface inh – inhibitors of human cell surface prion protein PrPC, primary screen, cell-based, TR-FRET; Major prion protein (Homo sapiens), P04156; TR-FRET read-out; inhibition, % at 13.8 µM; 0.43% of 370,000 active; AID 720596, 2013; in the data active means inhibition above about 24%; further: 0% = median of the test wells and 100% = reference compound wells
PfHsp40 rescue – rescue of yeast from PfHsp40 toxicity, primary screen, S. cerevisiae, ATP luminescence | growth rescue, % at 12.5 µM | S. cerevisiae expressing PfHsp40, growth rescue | AID 504582, 2011 | 0.68% of 340,000 active; in the data active means growth rescue above about 28%, passing the limit was not always enough; inconclusive means no clear call, values can overlap the other calls;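 further: yeast W303a lacking pdr1 and pdr3 grown in galactose medium; growth measured after three days at 30 °C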
BoNT A protease – BoNT/A light chain protease inhibitors, primary screen, biochemical, flow cytometry, MLPCN library. multiplex microsphere protease substrate cleavage. AID 588499, 2011. inhibition, % at 10 µM. Botulinum neurotoxin type A light chain protease (Clostridium botulinum A str. ATCC 3502). 0.17% of 360,000 active; further: plate controls were buffer without enzyme for full effect and enzyme alone for no effect
FadD28 binding – inhibitors of FadD28 bisubstrate probe binding, primary screen, biochemical, fluorescence polarization, single point. inhibition, % at 12.5 µM. 0.22% of 360,000 active. AID 588549, 2011; in the data active means inhibition above about 8.5%, passing the limit was not always enough; inconclusive means no clear call, values can overlap the other calls
Y pestis TopoI – Yersinia pestis topoisomerase I inhibitors, primary screen, biochemical, cleavage product accumulation, plate reader, single point; DNA topoisomerase I (Yersinia pestis CO92); Y. pestis Topo-I cleavage product accumulation; activity, % at 10 µM; 0.064% of 360,000 active; in the data active means activity above about 50%, passing the limit was not always enough; inconclusive means no clear call, values can overlap the other calls; further: inactives centre near 2
BoNT-F LC inh – BoNT/F light chain protease inhibitors, primary screen, biochemical, flow cytometry, MLPCN library; inhibition, % at 10 µM; Botulinum neurotoxin type F light chain protease (Clostridium botulinum); 0.22% of 360,000 active; AID 588497, 2011; Multiplex microsphere protease cleavage assay; in the data active means inhibition above about 35%, passing the limit was not always enough; inconclusive means no clear call, values can overlap the other calls; further: plate controls were buffer without enzyme for full effect and enzyme alone for no effect
CCHF vOTU inh – CCHFV vOTU protease inhibitors, primary screen, biochemical, Pep-AMC substrate, fluorescence; Crimean-Congo hemorrhagic fever virus L polyprotein viral ovarian tumor (vOTU) protease …; inhibition, % at 11.5 µM; 0.55% of 370,000 active; AID 651958, 2012; in the data active means inhibition above about 30%; further: 0% = vehicle wells with enzyme and 100% = no enzyme wells
The depositor's hits bear a star; ? = inconclusive; . = no result given; & = joins results of further samples. Unless noted, no stated cut-off is given here; in the data, active means inhibition above about 30%; inconclusive means no clear call, values can overlap the other calls; inactive means below that. Compounds as they come; about 2.3% have a hit in one of these screens.

SMILES	Anthrax LF inh2	TcdB inh	PrPC surface inh	PfHsp40 rescue	BoNT A protease	FadD28 binding	Y pestis TopoI	BoNT-F LC inh	CCHF vOTU inh
CC1CN(CC(=O)N2CCc3[nH]c4ccccc4c3C2)CC(C)O1 (stereo not given)	2	.	0	-0.5	1.4	-1.0	-2	4	-3
CCCCCn1c(Sc2nc3ccccc3s2)nc2c1c(=O)[nH]c(=O)n2C	-4	0.7	-1	0.1	-1.3	-4.2	3	-10	5
CCN(CC)CCCNc1oc(-c2cccc(Cl)c2)nc1C#N	-1	.	0	-0.6	-0.6	-0.2	-9	-1	-65
CC1(C(=O)NS(=O)(=O)c2cccc(Cl)c2)CCN1C(=O)CC1CCCC1 (stereo not given)	-3	-0.4	6	.	-0.5	-1.9	5	-7	5
Cc1ccc2c(CN3CCN(CCO)CC3)cc(=O)oc2c1C	3	.	-4	0.1	0.2	-0.4	1	7	-1
Cc1cc(NCCCO)n2c(nc3ccccc32)c1C#N	1	0.8	-1	0.2	0.3	-1.7	-13	1	-48
O=C(CCc1nnc2ccc(NCc3ccco3)nn12)Nc1ccccn1	-1	-0.4	-3	-0.6	-0.6	-2.0	-1	-4	18
CCOC(=O)c1c(NC(=O)CSc2nnc(-c3cccnc3)n2Cc2ccco2)sc(C)c1C	1	.	1	-1.5	-1.8	-2.6	-4	-17	12
COc1ccc(/C=N/NC(=O)CSc2nnc(CCCc3ccc(OC)c(C)c3)o2)cc1	2	.	3	0.6	-1.6	-0.4	40	-2	-6
CCn1nc(C(=O)NCCc2ccc3c(c2)OCCO3)c2ccccc2c1=O	1	-0.6	-3	0.3	0.1	.	-1	-1	-20
Nc1nc(O)c(CC(=O)O)s1	-3	-0.3	1	0.3	5.0	-0.9	-10	11	-7
O=C1Cc2ccccc2C(=O)N1c1ccccc1	-8	-4.9	1	1.2	1.2	-0.2	1	-4	19
COc1ccc(CNC(=S)Nc2ccccc2)cc1Cl	2	0.0	3	1.4	-0.4	-4.2	-5	15	9
O=C(O)c1cc(NS(=O)(=O)c2cccc3nsnc23)cc(C(=O)O)c1	-10	1.4	-6	-0.8	-2.0	0.2	3	3	-3
COC(=O)c1c(C)[nH]c(C(=O)C(Cc2ccccc2)N(C)C)c1C (stereo not given)	-5	.	-6	-0.6	-0.3	0.1	-1	-6	12
CCn1c(SCC(=O)N(C)Cc2ccc(OC)c(F)c2)nc2cc(S(N)(=O)=O)ccc21	-4	-2.2	-5	1.0	0.0	-0.4	8	-4	9
CC1CN(S(=O)(=O)c2cccc3nsnc23)CC(C)O1 (stereo not given)	-2	.	-26	-0.6	-0.3	-2.5	4	-1	-6
C[C@H](CO)N1C[C@H](C)[C@@H](CN(C)S(=O)(=O)c2ccccc2)Oc2c(NC(=O)C3CC3)cccc2C1=O	3	-0.7	1	-0.5	0.7	1.4	7	-4	4
Cc1ccc(NC(=O)CN2C(=O)N/C(=C\c3cccn3-c3cccc(C(=O)O)c3)C2=O)cc1	-5	.	.	-0.2	-0.2	?	7	-9	.
CCCc1cc(C(=O)NNC(=S)NCC)c2ccccc2n1	0	.	-5	0.4	0.1	-2.4	-2	1	-17
COc1ccc2cc(CNCCOCCOCCNCc3ccc4cc(OC)ccc4c3)ccc2c1	-21	1.9	32*	0.6	-0.1	-6.2	-21	-58	-6
CN(CCCNC(=O)CCC(=O)N1CCOc2ccc(Cl)cc21)Cc1ccccc1	-6	-2.3	-5	-0.2	-0.5	-0.9	2	-10	10
COc1ccc(CNC(=O)C[C@@H]2C[C@H]3c4cc(NC(=O)NC5CCCC5)ccc4O[C@H]3[C@H](CO)O2)cc1	-4	-4.2	5	.	0.1	-0.3	-12	-5	11
C[C@@H]1CN([C@H](C)CO)C(=O)c2cc(C#Cc3ccccc3F)cnc2O[C@@H]1CN(C)S(=O)(=O)c1ccccc1F	0	0.8&0.3&1.1	-1	.	-0.5	-0.9	2	1	-1
CC(OC(=O)c1oc2ccccc2c1COc1ccccc1)C(=O)NC(N)=O (stereo not given)	0	1.2	6	0.6	-0.4	-1.3	7	5	15
O=C(CCN1CCOCC1)Nc1ccc2c(c1)CCC2	-4	.	-1	-1.1	-1.4	-1.1	-1	8	-10
COc1ccc(S(=O)(=O)N2CCOC23CCN(C(=O)c2ccccc2Br)CC3)cc1	0	1.3	10	0.6	1.8	-2.6	16	-1	2
O=C(c1ccc(Cl)nc1)N1CCC(Cc2ccccc2)CC1	-1	-0.1	15	-0.2	-0.4	-3.9	1	-5	-9
COc1ccc(OCCOC(=O)C(C)NS(=O)(=O)c2ccc(NC(C)=O)cc2)cc1 (stereo not given)	-8	0.4	5	1.6	0.7	0.7	7	-1	-11
CNC(=O)c1c(Cl)cnn1-c1ccc(F)cc1	-3	2.1	-5	-0.9	-0.9	-3.3	0	-1	-8
O=C(COC(=O)c1ccc2ncsc2c1)Nc1cc(Cl)ccc1F	-2	1.4	7	3.9	0.6	-3.6	-7	-4	-4
O=C1C2C(C(=O)N1Cc1cccnc1)C1C=CC2C12CC2 (stereo not given)	0	.	-8	-0.3	0.7	1.0	0	5	5
COc1ccc(Cl)cc1C(=O)Nc1ccc(Br)c(C)n1	-11	-0.7	9	-1.1	-0.9	-2.4	-9	-3	4
O=C(Nc1ccc(Cl)cc1F)c1ccc(-n2cncn2)cc1	-4	0.7	0	-0.1	0.1	-0.8	-2	-4	7
O=C(COc1ccc(Br)cc1Cl)NC(=O)Nc1ccc2c(c1)OCCO2	0	0.9	7	1.5	-0.2	0.5	-2	-3	8
COc1ccc(CCNC(=O)C2CCN(C(=O)c3ccc(Br)cc3)CC2)cc1	-11	2.0	-3	0.3	-0.9	-1.4	10	?	8
Cc1cc(=O)oc2cc(NC(=O)C(C)Oc3cccc(Cl)c3)ccc12 (stereo not given)	0	0.8	2	-1.3	0.2	-0.6	0	-3	-7
CCN(CCO)c1ccc(NC(=S)Nc2cccc(S(=O)(=O)N(C)C)c2)cc1	1	-27	-12	-0.4	-1.3	2.9	19	-7	21
O=C(OCN1C(=O)c2ccccc2C1=O)c1cc(S(=O)(=O)N2CCOCC2)ccc1F	.	-1.5	0	0.9	.	0.4	20	.	1
CNC(=O)CN1C(=O)COc2ccc(S(=O)(=O)N3CCCCCC3)cc21	0	0.1	2	0.6	-0.1	-1.8	-1	0	4
COC(=O)C1=C(C)N(c2ccc(C)cc2)/C(=C/c2cccs2)C1=O	-6	.	7	-2.5	-2.8	-2.0	-2	-32	-15
COc1cccc(-c2nc(-c3ccccc3)c3ccc(Cl)cc3n2)c1	-4	-0.9	-7	.	-1.0	.	.	-5	20
Cc1cc2oc(=O)cc(CN3CCCCC3C)c2cc1C(C)C (stereo not given)	6	0.3	1	0.8	2.1	-2.8	25	-11	15
CCOc1cc(Cl)c(NC(=O)CC)cc1OCC	-2	.	4	-0.2	-0.6	0.9	9	-10	-18
O=C(NCCc1ccccc1)C1CCC(CNc2c(N3CCCCC3)c(=O)c2=O)CC1 (stereo not given)	-1	-1.8	2	-0.4	4.1	-0.4	8	-13	-3
COc1ccc(S(=O)(=O)NCCc2ccccc2)cc1OC	.	1.4	-5	11	.	-1.1	0	.	-11
CN1/C(=C\C(=O)CSc2cccc[n+]2[O-])C(C)(C)c2ccccc21	4	-0.4	2	0.0	2.3	-3.3	2	-1	2
CCOC(=O)C1CCN(C(=O)COC(=O)CNS(=O)(=O)c2ccc(SC)c([N+](=O)[O-])c2)CC1	-1	2.1	-20	0.3	-0.6	0.0	16	-3	-3
CCn1c(=NC(=O)CS(=O)(=O)c2ccc(C)cc2)sc2cccc(OC)c21	1	-1.3	11	-1.3	0.7	-4.7	17	1	9
N#C/C(=C\c1ccc(N2CCOCC2)o1)c1ccccc1	-2	0.9	-4	2.6	-0.5	0.1	-6	-1	-4
Cc1cc(C)n2nc(SCC(=O)N3CCCCC3C)nc2n1 (stereo not given)	0	0.8	7	-0.2	-7.3	-1.7	6	-18	13
O=C(/C=C/c1ccco1)NC(=S)Nc1ccccc1N1CCOCC1	1	.	-8	1.1	0.4	-3.2	-1	0	9
CN(CC(=O)NCCc1ccc(S(N)(=O)=O)cc1)Cc1c(F)cccc1Cl	5	-0.1	8	-0.3	-1.5	-3.2	4	40*	3
CCCS(=O)(=O)N1CCN(CCN2C(=O)c3cccc4cccc(c34)C2=O)CC1	2	0.7	-31	0.3	0.0	-0.1	4	13	-1
CCN(c1ccccc1)S(=O)(=O)c1ccc(Cl)c(NC(=O)CSc2nc(N)cc(=O)[nH]2)c1	-5	1.3	-1	.	0.6	-3.6	13	2	8
COc1ccc(-c2noc(CCCC(=O)Nc3ccc(C(N)=O)cc3)n2)cc1	0	.	14	-1.1	-5.2	-2.6	6	-5	11
O=C1CCCN2N=C(SCC(=O)N3CCCCC3)SC2=N1	-7	0.9	-7	1.1	-1.3	-0.6	2	-4	4
CC(C)(C)c1ccc(C(=O)NCC2CCCN2S(=O)(=O)c2ccccc2)cc1 (stereo not given)	-3	2.5	9	-0.7	-4.4	-1.0	-5	-12	4
Cc1ccccc1NC(=O)CC(=O)c1ccccc1	-1	1.0	-6	0.1	-4.7	-2.0	-2	?	6
Cc1csc2c(N3CCN(S(=O)(=O)c4ccc(Cl)cc4)CC3)ncnc12	0	0.9	4	0.4	-1.1	-0.8	5	0	-7

(next part)
SMILES	Anthrax LF inh2	TcdB inh	PrPC surface inh	PfHsp40 rescue	BoNT A protease	FadD28 binding	Y pestis TopoI	BoNT-F LC inh	CCHF vOTU inh
O=C1C=C(c2ccc3ncccc3c2)C[C@@H](c2ccc(F)cc2)C1	-3	.	.	8.1	0.0	-5.6	28	-2	.
Cc1ccc2[nH]c(C(=O)O)c(NC(=O)CN3CCN(c4cccc(C)c4C)CC3)c2c1	0	.	-10	-0.7	0.5	2.4	10	-5	23
CCn1cnc2c1c(=O)n(CC(=O)Nc1cc(C)on1)c(=O)n2Cc1ccccc1	-1	.	-4	-1.5	?	-0.1	-1	-1	-11
COc1ccc([C@H]2C=C(C(=O)O)O[C@@H](OCc3ccc(CO)cc3)C2)cc1	3	0.4	6	0.1	0.5	-1.6	3	-1	-1
Cc1nc2ccccn2c1P(=S)(c1ccccc1)c1ccccc1	-4	2.3	3	.	-0.1	-1.0	25	1	0
O=C(COC(=O)C1CC2CCCC(C1)C2=O)NNC(=O)c1ccccc1Br (stereo not given)	0	2.3	3	0.1	0.0	0.1	4	1	2
CCc1cc2c(SCc3nc4sc(C(C)=O)c(C)c4c(=O)[nH]3)ncnc2s1	-10	0.9	2	0.9	-0.6	0.4	6	-2	0

Whole records from above. Screens in order: Anthrax LF inh2	TcdB inh	PrPC surface inh	PfHsp40 rescue	BoNT A protease	FadD28 binding	Y pestis TopoI	BoNT-F LC inh	CCHF vOTU inh
CCn1c(=NC(=O)CS(=O)(=O)c2ccc(C)cc2)sc2cccc(OC)c21 as listed: 1	-1.3	11	-1.3	0.7	-4.7	17	1	9
CCOC(=O)c1c(NC(=O)CSc2nnc(-c3cccnc3)n2Cc2ccco2)sc(C)c1C as listed: 1	.	1	-1.5	-1.8	-2.6	-4	-17	12
O=C(Nc1ccc(Cl)cc1F)c1ccc(-n2cncn2)cc1 as listed: -4	0.7	0	-0.1	0.1	-0.8	-2	-4	7
COc1ccc(Cl)cc1C(=O)Nc1ccc(Br)c(C)n1 as listed: -11	-0.7	9	-1.1	-0.9	-2.4	-9	-3	4
